Screening results from PubChem.
USP8 inh: inhibitors of human USP8 deubiquitinase. 47,000 compounds, 4.2% hits. inhibition, % at 20 µM. purified USP8, Ub-rhodamine cleavage fluorescence, 30 min
USP17 inh: inhibitors of human USP17 deubiquitinase; A8MUK1; purified USP17, Ub-rhodamine cleavage fluorescence, 3 h; inhibition, % at 50 µM; 47,000 compounds, 6.5% hits; AID 1645855
UCHL1 block: human UCHL1 deubiquitinase inhibition; inhibition, % at 20 µM; 47,000 compounds, 0.2% hits; purified UCHL1, Ub-rhodamine cleavage fluorescence; P09936; AID 1645859
Target sequence (P09936 whole entry, looked up): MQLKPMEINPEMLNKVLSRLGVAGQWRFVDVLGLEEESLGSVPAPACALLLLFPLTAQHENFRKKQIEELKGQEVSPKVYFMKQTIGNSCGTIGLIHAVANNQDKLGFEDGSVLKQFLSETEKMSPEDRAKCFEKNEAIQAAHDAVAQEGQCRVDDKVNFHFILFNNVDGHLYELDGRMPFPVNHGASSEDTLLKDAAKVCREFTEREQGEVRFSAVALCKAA
USP28 inh: human USP28 deubiquitinase inhibition. purified USP28, Ub-rhodamine cleavage fluorescence, 30 min. inhibition, % at 25 µM. 47,000 compounds, 3% hits. AID 1645857
USP10 block: inhibitors of human USP10 deubiquitinase | 47,000 compounds, 1.1% hits | Q14694 | purified USP10, Ub-rhodamine fluorescence, 60 min | inhibition, % at 20 µM
Target sequence (Q14694 whole entry, looked up): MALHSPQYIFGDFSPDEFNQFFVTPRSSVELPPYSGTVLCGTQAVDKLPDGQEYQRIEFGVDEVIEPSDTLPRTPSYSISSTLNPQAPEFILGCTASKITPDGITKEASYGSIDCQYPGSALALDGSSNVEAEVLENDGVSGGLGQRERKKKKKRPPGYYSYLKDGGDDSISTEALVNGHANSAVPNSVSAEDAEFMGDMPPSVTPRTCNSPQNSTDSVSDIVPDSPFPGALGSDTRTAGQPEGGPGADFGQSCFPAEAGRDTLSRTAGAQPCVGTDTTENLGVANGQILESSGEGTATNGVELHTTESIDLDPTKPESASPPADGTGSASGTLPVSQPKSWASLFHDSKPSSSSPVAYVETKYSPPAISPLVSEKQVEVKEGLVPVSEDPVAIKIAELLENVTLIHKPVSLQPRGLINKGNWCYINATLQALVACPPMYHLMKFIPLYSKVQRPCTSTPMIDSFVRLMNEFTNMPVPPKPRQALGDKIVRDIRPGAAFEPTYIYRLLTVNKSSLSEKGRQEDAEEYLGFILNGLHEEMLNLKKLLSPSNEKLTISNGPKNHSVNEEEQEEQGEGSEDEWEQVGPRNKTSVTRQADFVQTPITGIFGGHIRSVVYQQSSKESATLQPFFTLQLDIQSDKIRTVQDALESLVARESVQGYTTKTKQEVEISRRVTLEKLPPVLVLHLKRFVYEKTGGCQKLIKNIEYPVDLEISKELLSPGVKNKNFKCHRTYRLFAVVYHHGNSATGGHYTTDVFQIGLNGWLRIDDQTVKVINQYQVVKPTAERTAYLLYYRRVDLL
OTUD3 inh: blocks human OTUD3 ubiquitin-rhodamine cleavage | Q5T2D3 | purified OTUD3, Ub-rhodamine fluorescence, 2 h | inhibition, % at 25 µM | 47,000 compounds, 0.7% hits | AID 1645858
USP7 inh: inhibitors of human USP7 deubiquitinase; 47,000 compounds, 0.3% hits; inhibition, % at 20 µM; Q93009; purified USP7, Ub-rhodamine cleavage fluorescence
USP30 block: blocks human USP30 ubiquitin-rhodamine cleavage | Q70CQ3 | purified USP30, Ub-rhodamine cleavage fluorescence | inhibition, % at 25 µM | 47,000 compounds, 5.3% hits | AID 1645860
The depositor's hits bear a star; / = not tested or not shown. Rule as the data show it: active = inhibition above about 30%; inactive = the rest.

item	canonical_smiles	USP8 inh	USP17 inh	UCHL1 block	USP28 inh
1	Cc1ccc2c(c1)CCCN2C(=O)c1cn(Cc2ccccc2)nc1-c1cccnc1	53.4*	-10.0	-20.8	-33.1
2	O=C(NC(c1ccccc1)C1CC1)C1CCCCC1 (stereo not given)	12.3	2.7	1.9	1.3
3	CC(CNC(=O)c1nc(-c2ccc3c(c2)OCC(=O)N3C)no1)c1ccccc1 (stereo not given)	26.3	3.4	7.2	38.7*
4	CC1=C(c2ccc(C)cc2)S(=O)(=O)N=C1N1CCCN(C(=O)C2CCC2)CC1	0.2	-8.2	-0.5	-8.1
5	CNC1CCc2cc(OC)c(OC)c(OC)c2-c2ccc(NCc3ccc4c(c3)OCO4)c(=O)cc21 (stereo not given)	3.1	-21.7	-3.0	-6.6
6	O=C(N[C@@H]1CN(Cc2ccoc2)[C@@H]2COC[C@@H]21)c1cscn1	-60.1	-15.4	-1.9	-3.5
7	CCc1sc(C(=O)C(C#N)C(=O)Nc2ccccc2)cc1C (stereo not given)	-43.4	-29.2	-38.7	-36.1
8	COc1ccc(-n2cnc3cc(C(=O)N4CCOCC4)ccc32)cc1	20.8	13.8	2.8	7.2

item	USP10 block	OTUD3 inh	USP7 inh	USP30 block
1	-7.1	-35.4	-47.0	-168.0
2	2.2	6.8	2.6	10.8
3	5.8	10.5	5.1	28.9
4	0.3	-5.6	-1.7	-2.1
5	-2.8	-14.0	-5.0	-49.5
6	-0.4	-1.0	0.0	-7.2
7	-10.2	-28.3	-28.6	-135.8
8	4.0	6.9	2.0	23.7

2 of these compounds in another layout:
nr	USP8 inh	USP17 inh	UCHL1 block	USP28 inh	USP10 block	OTUD3 inh	USP7 inh	USP30 block	SMILES
3	26.3	3.4	7.2	38.7*	5.8	10.5	5.1	28.9	CC(CNC(=O)c1nc(-c2ccc3c(c2)OCC(=O)N3C)no1)c1ccccc1 (stereo not given)
5	3.1	-21.7	-3.0	-6.6	-2.8	-14.0	-5.0	-49.5	CNC1CCc2cc(OC)c(OC)c(OC)c2-c2ccc(NCc3ccc4c(c3)OCO4)c(=O)cc21 (stereo not given)

Going on with the list.
item	canonical_smiles	USP8 inh	USP17 inh	UCHL1 block	USP28 inh
9	O=C1NCC2(CCC(C(=O)NCCN3CCOCC3)CC2)Oc2ccccc21 (stereo not given)	6.9	5.5	-3.4	-9.9
10	O=C(/C=C\c1ccc2c(c1)OCO2)NCc1ccc2[nH]c3c(c2c1)CCCC3	2.4	29.8	1.0	27.9
11	Cc1c(C(=O)Nc2nnc(C3CC3)s2)cccc1[N+](=O)[O-]	-50.8	-6.9	4.3	0.4
12	NC(=O)C1CN(C(=O)c2ccc(Cl)cc2F)c2ccccc2O1 (stereo not given)	-2.2	-12.6	-0.2	-3.0
13	O=C(Nc1ccc(N2CCN(Cc3ccc(F)cc3)C2=O)nc1)C1CCC1	28.4	60.1*	3.0	38.4*
14	CNC(=O)[C@@H]1CN(C(C)=O)C[C@@H]1NC(=O)c1ccc(C)s1	14.4	0.2	2.4	-4.4
15	Cc1ccc(Cn2cc(-c3noc(-c4ccccn4)n3)nn2)cc1	-56.3	18.6	-0.7	8.2
16	CC1(C)CS(=O)(=O)N(c2ccc(C(=O)NCc3ccccc3)cc2)C1=O	-8.3	-6.4	-1.1	0.7

item	USP10 block	OTUD3 inh	USP7 inh	USP30 block
9	-1.7	-2.9	2.0	1.7
10	-2.3	-9.9	1.5	-34.0
11	3.0	4.1	4.5	16.9
12	1.5	-0.8	-4.4	0.1
13	-0.7	22.5	3.8	62.6*
14	1.5	-3.3	4.4	-3.7
15	7.3	0.6	-2.7	15.0
16	-0.6	-6.7	-1.2	0.6

The list goes on.
item	canonical_smiles	USP8 inh	USP17 inh	UCHL1 block	USP28 inh
17	COc1ccc(CNc2ccc(-c3ccccc3)nn2)cc1	2.6	36.8*	-0.2	10.8
18	CC[C@@H](C)C[C@H](C)/C=C(\C)[C@H]1O[C@@H](c2c(O)c(C3[C@@H](O)[C@@H](O)[C@@H](O)[C@H]3O)cn(C)c2=O)CC=C1C (stereo not given in full)	-55.9	-39.1	-11.5	-22.6
19	Cc1nc(-c2ncc[nH]2)cc(C2CCN(C(=O)C(C)C)CC2)n1	8.5	1.3	-3.4	-5.2
20	CCN1C[C@H]2C3(CCN(C(=O)c4cccnc4)CC3)CC[C@@]2(C(=O)N(C)C)C1	-58.4	-13.4	-3.5	-5.3
21	COCC1CN(C(=O)c2ccnnc2)Cc2cnn(CC3CCCC3)c21 (stereo not given)	-2.0	-12.8	-4.1	-14.7
22	COc1cccc(NC(=O)c2cc3n(n2)CCCC3)c1	0.0	0.5	-3.5	19.3
23	O=C(Cc1ccc(Cl)cc1)N1CCC2(CN(CCCc3ccccc3)C2)C1	-0.7	-15.2	-0.1	-7.9
24	Cc1ccc(-c2nc3nc(C)cc(N4CCC(C)CC4)n3n2)cc1	0.6	55.7*	5.9	/

item	USP10 block	OTUD3 inh	USP7 inh	USP30 block
17	7.7	0.2	5.9	17.8
18	-8.8	-18.6	-9.4	-79.1
19	0.0	-1.1	-2.9	0.5
20	-0.4	-7.8	1.5	-20.0
21	-3.4	-6.7	-15.9	-30.6
22	1.9	-1.8	-0.7	-12.4
23	-2.4	-5.2	-8.5	-7.7
24	-2.5	1.5	/	/

Going on with the list:
item	canonical_smiles	USP8 inh	USP17 inh	UCHL1 block	USP28 inh
25	Cc1cc(=O)n(CC(=O)NCc2ccc(F)cc2F)c(N2CCCC2)n1	5.9	-3.3	0.8	-2.6
26	CC1Cn2c(cnc2C(F)(F)F)C(=O)N1CC(=O)Nc1ccc(F)cc1 (stereo not given)	5.1	1.8	-1.0	0.0
27	CCC(=O)c1cc(OC)c(OC)cc1OC	2.5	-0.2	1.7	1.8
28	O=C1C(=NCc2ccccc2)N[C@@H]2[C@@H](O)[C@@H](O)[C@H](O)[C@@H](CO)N12	-108.9	-41.1	0.0	0.1
29	COc1ccccc1CNc1ncc(C(=O)NC2CCCCC2)c(C)n1	-5.6	-22.1	-11.8	-67.9
30	COc1cc(-c2cc(NC(C)=O)c3ncc(-c4cc(OC)c(OC)c(OC)c4)n3c2)cc(OC)c1OC	11.0	10.1	0.0	4.9
31	COCc1cc(C)nc2sc3c(c12)N(C(C)=O)C(c1ccc(F)cc1)NC3=O (stereo not given)	-214.2	-20.2	-8.1	-11.3
32	CC(C)(C)c1cc2n(n1)CCN(Cc1ccccc1C(F)(F)F)C2	-3.1	-4.9	2.6	-2.8

item	USP10 block	OTUD3 inh	USP7 inh	USP30 block
25	-0.7	2.4	-15.3	-9.8
26	1.3	0.4	2.4	-0.1
27	-1.3	4.4	4.6	-0.2
28	0.3	-2.1	0.6	-0.1
29	-9.7	-6.2	-7.0	-53.6
30	-9.4	2.0	1.1	-20.9
31	-2.3	-15.0	-11.1	-65.8
32	4.4	-4.8	-2.9	-12.4

(more compounds)
item	canonical_smiles	USP8 inh	USP17 inh	UCHL1 block	USP28 inh
33	FC(F)(F)c1cc(-c2ccccc2)nc2[nH]c3ccccc3c12	-0.5	6.9	0.6	5.9
34	CC(C)N1CCN(C(=O)CN2CCC3(CCC2=O)NC(=O)c2ccccc2O3)CC1 (stereo not given)	-21.0	-2.4	-7.1	-12.9
35	O=C(OCC(=O)N1CCOCC1)c1ccccc1OCc1ccccc1Cl	10.2	9.1	2.8	21.5
36	CCCNc1nc(SC)nc2c1cnn2CCNC(=O)c1ccc(OC)cc1OC	-50.9	1.6	-0.3	-11.7
37	CCOC(=O)c1cccc(NC(=O)Cc2csc(-c3ccc(OC)c(OC)c3)n2)c1	-18.0	-24.8	-1.4	4.6
38	Cc1noc(-c2ccc(N3CCCC(C(=O)Nc4ccc(F)cc4F)C3)nc2)n1 (stereo not given)	-14.5	-0.9	-7.5	-12.5
39	Cc1cccc(NC(=O)N2CCCC3(CCCN3C)C2)c1 (stereo not given)	-319.2	-39.0	-3.2	-11.7
40	CN1C[C@@]23CN(C(=O)Nc4ccc(Cl)cc4)C[C@@H](C[C@@H]2S1(=O)=O)O3	5.9	7.8	2.2	5.5

item	USP10 block	OTUD3 inh	USP7 inh	USP30 block
33	13.9	5.6	7.2	14.3
34	-1.0	-0.2	-1.5	-5.8
35	-1.8	16.1	-100.9	24.7
36	-5.6	-7.0	-0.3	28.7
37	-3.5	-14.6	1.2	-67.5
38	-2.2	-5.5	-7.7	-25.5
39	-0.3	-3.8	-1.5	-10.2
40	-1.3	6.8	4.3	9.9

Carrying on:
item	canonical_smiles	USP8 inh	USP17 inh	UCHL1 block	USP28 inh
41	COc1cccc(C(C(=O)Nc2ccc(F)cc2)N(Cc2ccc(F)cc2)C(=O)c2cnccn2)c1 (stereo not given)	13.9	13.6	3.8	7.5
42	CC(C)(C)c1cc(C(=O)N2CCC(c3cnccn3)CC2)n[nH]1	0.1	-6.3	-1.8	-8.2
43	O=C(Nc1nccc(-c2cccs2)n1)c1ccco1	18.1	-1.3	-5.5	-9.6
44	COc1cccc(NC(=O)Cn2cc(C(=O)c3ccc(C)cc3)c(=O)c3cc(Cl)ccc32)c1	72.6*	-2.8	12.6	18.5
45	Cn1c(CN2CCOCC2)nnc1SCC(=O)Nc1ccc(F)cc1	-4.3	1.1	0.0	-2.0
46	c1cncc(-c2cnc3sc(NC4CCCCC4)nn23)c1	21.9	34.6*	5.4	11.7
47	O=C(NCC1CC1)c1ccn(-c2ccc3ccc(-c4ccccc4)cn23)n1	-19.6	-69.1	-48.0	-60.4
48	Cc1cccn2cc(CCNS(=O)(=O)c3ccc4c(c3)OCCO4)nc12	-7.8	-5.0	-3.7	-2.0

item	USP10 block	OTUD3 inh	USP7 inh	USP30 block
41	5.3	9.2	-11.9	5.0
42	1.2	-0.5	0.5	10.8
43	-8.8	-12.5	-0.5	-16.5
44	42.8*	0.1	34.9*	-20.5
45	1.7	-0.2	0.5	-3.5
46	17.3	10.9	8.4	24.6
47	-6.0	-77.3	-44.1	-379.5
48	0.4	-9.9	-3.7	0.0

(listing goes on)
item	canonical_smiles	USP8 inh	USP17 inh	UCHL1 block	USP28 inh
49	CCN(CC)S(=O)(=O)c1ccc(N)c(NC(=O)c2cc(-c3ccc(Br)cc3)nc3ccccc23)c1	-0.8	0.6	2.3	-2.5
50	COCCN1CC[C@@H]2Oc3ccccc3S(=O)(=O)N(Cc3cccnc3)[C@H]2CC1	-50.1	-10.3	0.9	1.0
51	N#Cc1cccc(C(=O)NC2CCN(c3cc(-c4ccccc4)[nH]n3)CC2)c1	-36.9	-29.2	-1.3	-29.1
52	C=C[C@]1(C)C[C@@H](OC(=O)CO)[C@]2(C)C3C(=O)CCC3(CC[C@@H]2C)[C@@H](C)[C@@H]1O (stereo not given in full)	0.0	-14.4	-1.7	-13.0
53	CCOC(=O)CNC(=O)N1CCCCCC1c1cccs1 (stereo not given)	0.1	-9.0	-4.1	-10.5
54	COc1ccc(-c2csc3ncnc(N4CCOCC4)c23)cc1	-4.8	-7.7	0.4	8.4
55	Cc1ccccc1CS(=O)(=O)c1cn(CC(=O)N2CCCCC2)c2ccccc12	6.1	-0.1	-1.6	-6.0
56	OCCCNc1cc(-c2cccc(C(F)(F)F)c2)nc(-c2ccccn2)n1	-0.6	-41.6	1.0	-9.1

item	USP10 block	OTUD3 inh	USP7 inh	USP30 block
49	6.8	-1.1	7.3	2.1
50	-2.6	0.5	1.6	-9.3
51	-8.4	-24.8	-4.2	-61.3
52	3.6	-3.0	1.3	-10.0
53	-1.0	-4.8	0.3	4.1
54	1.6	-0.5	-3.0	1.7
55	2.4	-12.8	-5.1	-10.1
56	-3.7	-6.1	-2.2	-12.3

Remaining list, next part:
item	canonical_smiles	USP8 inh	USP17 inh	UCHL1 block	USP28 inh
57	Cc1c(NC(=O)c2cc3c(=O)n4ccccc4nc3s2)c(=O)n(-c2ccccc2)n1C	2.4	0.0	-0.2	-5.6
58	Cc1cccc(C2NC(=O)c3c(sc4c3CCC(C)C4)N2)c1O (stereo not given)	4.3	11.3	-0.1	-9.2
59	Cc1ccc(-c2nnc(-c3ccccc3)o2)cc1S(=O)(=O)N1CCOCC1	2.2	10.9	3.3	4.0
60	CCc1ccc(OC)c(S(=O)(=O)Nc2ccc(Cc3ccncc3)cc2)c1	-5.0	-9.2	3.7	-19.0
61	CC(C)NC(=O)c1ccc(-c2ccc(NCc3ccccc3)nn2)cc1	-0.8	4.9	-2.4	-1.6
62	COc1cccc(-n2ccn3cc(-c4ccccc4)nc3c2=O)c1	2.6	33.4*	-1.3	-19.3
63	CCN1CCN(Cc2ccc(NC(=O)C3c4ccccc4C(=O)N(C4CCCC4)C3c3cccs3)cc2)CC1 (stereo not given)	13.6	11.7	2.6	16.6
64	CC(=O)Nc1ccc(-c2noc(C3CCN(C(=O)c4cccc5[nH]ccc45)CC3)n2)cc1	-3.1	-9.5	-0.3	-7.5
65	Cc1ccc(S(=O)(=O)N2CCN(Cc3nc4ccccc4c(=O)[nH]3)CC2)c(C)c1	-5.3	-1.9	0.9	-0.3

item	USP10 block	OTUD3 inh	USP7 inh	USP30 block
57	0.9	6.5	0.0	-5.8
58	2.1	-2.1	-2.7	-21.4
59	1.0	6.4	-9.3	8.4
60	6.2	-17.8	2.3	-1.1
61	-7.4	-5.3	-0.1	-26.2
62	-0.5	-5.9	2.2	-59.0
63	-3.1	7.6	-3.8	28.6
64	-1.3	-9.0	-0.4	-3.5
65	-3.7	0.4	-1.4	-0.3
